# High-throughput results: PubChem BioAssay, National Center for Advancing Translational Sciences (NCATS)
# GALK inhibitor: inhibitors of human galactokinase; Potency, µM (highest dose often 57.5 µM), inactives show at the top dose activity change, negative = inhibition, hits mostly inhibitors; actives 0.007% (n = 270,000); P51570; Purified GALK, Kinase-Glo residual ATP luminescence; note: potency is the fitted concentration of half-maximal effect; % is set by controls: 0 for no effect and ±100 for the full control effect
#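 5 nM enzyme, 35 uM ATP, 100 uM galactose, 20 mM HEPES pH8.0, 5 mM MgCl2; 1 h RT; residual ATP by Kinase-Glo Plus luminescence, qHTS format.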
# USP2a inh: USP2a (human) protease inhibition; Potency, µM (highest dose often 38.3 µM), for the others: at the top dose activity change, negative = inhibition, usual class: inhibitors; actives 0.01% (n = 330,000); O75604; USP2 core, Ub-CHOP2 coupled fluorogenic reporter, 485/531; AID 463254;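 note: potency is the fitted concentration of half-maximal effect; plate controls were DMSO wells for no effect and full inhibition by NEM control for full effect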
#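 Cell-free coupled assay: 10nM USP2 core preincubated 30min RT with compound in Tris-HCl pH 8.0/CaCl2/CHAPS buffer, then 25nM Ub-CHOP2 and 25nM reporter substrate; fluorescence (Ex 485/Em 531) read after 60min RT, normalized to NEM inhibition, concentration-response curves fitted.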
# Eya2 phos inh: blocks the phosphatase activity of human Eya2 | O00167 | recombinant Eya2, OMFP fluorescence dephosphorylation (OMFP is methylfluorescein phosphate) | Potency, µM (top dose mostly 76.9 µM), inactives show top-dose activity, negative = inhibition, actives largely listed as inhibitors | actives 0.006% (n = 330,000) | AID 488837; note: potency is the fitted concentration of half-maximal effect; % is set by controls: 0 for no effect and ±100 for the full control effect
#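 Eya2 protein (added as 0.2 uM solution) was preincubated with compound for 10 min at ambient temperature in 50 mM HEPES pH 7.5, 50 mM NaCl, 5 uM MgCl2, 0.05% BSA, 1 mM DTT. OMFP (added at 50 uM) then reacted 10 min; fluorescence read at 485/525 nm.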
# BCR signal inh: inhibitors of chronic active B-cell receptor signaling | Potency, µM (titrated, usually from 46.1 µM), for inactives: top-dose ratio change, negative = lower green/red ratio, hits mostly inhibitors | ABC-DLBCL IkBa-CBG/CBR reporter, luminescence ratio, 4 h | AID 493014 | actives 0.05% (n = 340,000); active = well fitted inhibition curve with a large enough effect in the signal ratio, with a control signal flat, not every such curve was filed as active; inconclusive = small, poorly fitted or top-dose-only effect, or effect the other way, or a change in a side signal; the % refers to the signal ratio;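 note: potency is the fitted concentration of half-maximal effect; plate controls were basal doxycycline-induced cells for no effect and cells given 10 µM MG132 for full effect; MG132 reads +100%, hits lower the ratio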
#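 Concentration-response series (up to 46 uM) were applied to TMD8 dual-reporter cells for 4 h at 37C with doxycycline. Green/red ratio, after filter-overlap correction, defined %Activity; red signal alone was normalised to basal cells and zero luminescence.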
# Menin MLL FP TR: inhibitors of human menin-MLL interaction, mutant MLL peptide. Potency, µM (highest dose often 61.6 µM), without a hit: at the top dose FP activity change, negative = inhibition, actives largely listed as inhibitors. AID 1768. Menin + Texas Red MLL mutant peptide, fluorescence polarization. actives 0.23% (n = 270,000); active = well fitted inhibition curve with a large enough effect in the polarisation, with a control signal flat, not every such curve was filed as active; inconclusive = small, poorly fitted or top-dose-only effect, or effect the other way, or a change in a side signal; inactive = no such curve, though single readings can be large or run the other way; the % refers to the polarisation; note: potency is the fitted concentration of half-maximal effect; % of control where 0% means no effect; many of its hits are not listed in these tables
# PKM2 act: activators of human pyruvate kinase M2. actives 0.34% (n = 260,000). Potency, µM (doses to about 57.5 µM), inactives show top-dose activation, usual class: activators. P14618. purified PKM2, Kinase-Glo ATP luminescence, activation; response scale: 0% is enzyme alone, no compound; note: potency is the fitted concentration of half-maximal effect; % is set by controls: 0 for no effect and ±100 for the full control effect; nearly all actives have a fitted effect of over 55% in size
# Target sequence (P14618 whole entry, looked up): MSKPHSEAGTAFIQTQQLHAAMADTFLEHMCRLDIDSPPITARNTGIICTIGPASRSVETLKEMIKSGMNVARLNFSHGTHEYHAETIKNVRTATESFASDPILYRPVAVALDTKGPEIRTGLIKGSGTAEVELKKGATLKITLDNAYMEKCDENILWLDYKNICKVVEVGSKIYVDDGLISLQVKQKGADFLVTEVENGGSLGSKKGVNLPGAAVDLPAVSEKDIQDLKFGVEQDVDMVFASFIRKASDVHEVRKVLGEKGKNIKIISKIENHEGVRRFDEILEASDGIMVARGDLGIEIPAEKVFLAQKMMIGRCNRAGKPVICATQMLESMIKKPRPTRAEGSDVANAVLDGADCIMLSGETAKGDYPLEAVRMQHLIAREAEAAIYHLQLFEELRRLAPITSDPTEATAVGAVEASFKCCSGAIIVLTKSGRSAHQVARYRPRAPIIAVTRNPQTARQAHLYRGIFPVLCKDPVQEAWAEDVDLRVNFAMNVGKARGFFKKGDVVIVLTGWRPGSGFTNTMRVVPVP
#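 ATP formation by purified human PK-M2, quantified via coupled luciferase luminescence after 1 h at room temperature with 0.1 mM ADP and 0.5 mM PEP final.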
# MBNL1 CUG block: blocks human MBNL1 binding to CUG repeat RNA. TR-FRET MBNL1-His/biotin-(CUG)12 binding, 665/545 ratio. Potency, µM (series often up to 57.5 µM), inactives show top-dose activity change, negative = inhibition, most hits filed as inhibitors. actives 0.036% (n = 280,000); active = well fitted inhibition curve with a large enough effect in the signal ratio, with a control signal flat, not every such curve was filed as active; inconclusive = small, poorly fitted or top-dose-only effect, or effect the other way, or a change in a side signal; inactive = no such curve, though single readings can be large or run the other way; the % refers to the signal ratio; note: potency is the fitted concentration of half-maximal effect; % is set by controls: 0 for no effect and ±100 for the full control effect
#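 Ratiometric TR-FRET (665 over 545 nm, excitation 340 nm) tracks disruption of MBNL1-His/biotin-(CUG)12 complex after 60 min at room temperature, with compounds at 92 nM to 58 uM final.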
# S-ASM inh: blocks human secretory acid sphingomyelinase | P17405 | placental ASM, HMU-PC fluorogenic substrate, 60 min | Potency, µM (titrated, usually from 57.5 µM), without a hit: at the highest dose activity change, negative = inhibition, most hits filed as inhibitors | actives 0.006% (n = 340,000) | AID 504937; note: potency is the fitted concentration of half-maximal effect
# Target sequence (P17405 47-631 limits assumed): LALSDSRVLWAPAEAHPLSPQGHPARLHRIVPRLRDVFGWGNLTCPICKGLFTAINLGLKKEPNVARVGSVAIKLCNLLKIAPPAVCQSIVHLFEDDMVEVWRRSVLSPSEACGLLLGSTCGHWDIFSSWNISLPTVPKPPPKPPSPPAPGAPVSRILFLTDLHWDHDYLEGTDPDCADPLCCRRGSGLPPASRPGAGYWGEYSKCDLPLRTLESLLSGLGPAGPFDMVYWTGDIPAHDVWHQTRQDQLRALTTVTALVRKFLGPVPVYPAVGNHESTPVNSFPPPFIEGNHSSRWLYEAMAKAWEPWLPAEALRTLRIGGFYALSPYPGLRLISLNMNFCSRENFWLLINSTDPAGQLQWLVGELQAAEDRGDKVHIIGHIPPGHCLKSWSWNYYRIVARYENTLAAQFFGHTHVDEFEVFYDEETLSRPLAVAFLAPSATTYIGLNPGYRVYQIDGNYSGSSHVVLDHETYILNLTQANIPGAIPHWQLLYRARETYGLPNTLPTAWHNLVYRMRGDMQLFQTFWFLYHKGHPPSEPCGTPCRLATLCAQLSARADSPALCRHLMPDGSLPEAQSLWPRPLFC
#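 Fluorogenic HMU-PC substrate (9 uM final) is turned over by placental ASM in 60 min at 37 C after a 10 min compound preincubation. Reaction ended by alkaline stop (pH 10), with fluorescence read at 386/447 nm.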
# KCNH2 WT inh: inhibitors of human wildtype KCNH2 potassium channel; Q12809; U2OS, BacMam KCNH2, thallium flux FluxOr; stronger effect = lower value; activity change, % at 1.84 µM; actives 0.37% (n = 340,000); AID 720551;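 active = maximum activity change below -70%; inconclusive = maximum activity change between -70% and -50%; inactive = maximum activity change above -50%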; note: % is set by controls: 0 for no effect and ±100 for the full control effect
#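 U2OS cells were transduced with wild-type KCNH2 virus (2.03 x 10^8 / mL) for 4 h at room temperature, then cultured overnight at 37 C. Thallium flux was read with FluxOr dye. Rate constants were normalized to DMSO controls.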
# Mito fusion yeast: mitochondrial division inhibition or fusion activation. S. cerevisiae fusion-defective mutant growth rescue, CellTiterGlo 48 h. Potency, µM (titrated, usually from 46.1 µM), for the others: at the top dose growth rescue (activation), actives largely listed as activators. actives 0.23% (n = 320,000);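 note: potency is the fitted concentration of half-maximal effect; % of control where 0% means no effect; nearly all actives have a fitted effect of over 45% in size; temperature-sensitive fusion mutants such as fzo1-1 at 37 °C on non-fermentable ethanol glycerol medium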
#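 Read-out: ATP-based luminescence (CellTiterGlo, 10 min ambient) reporting growth of fusion-defective ts yeast after 48 hours at 37C on glycerol/ethanol YPEG medium in the presence of compound.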
# TSHR antag: blocks TSH signaling through the human TSH receptor | P16473 | TSHR-expressing cells, TSH-stimulated cAMP HTRF, 2 h; stronger effect = lower value | activity change, negative = inhibition, % at 11.5 µM | actives 0.2% (n = 330,000) | AID 504810;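 active = activity change below a set negative limit, meaning inhibition stronger than a set level, cut at about -70% in these data; inconclusive = activity change between two set negative limits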; note: % is set by controls: 0 for no effect and ±100 for the full control effect
#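 Competitive HTRF cAMP read-out (cryptate anti-cAMP antibody, cAMP-d2; 30 min, room temperature) in freshly harvested TSHR cells. Compounds added before TSH at EC80 (4nM final), followed by 2 hours' incubation at 37 deg C.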
# The depositor's hits bear a star; ? = inconclusive; . = not tested or not shown; [ ] = dose if it differs, or a comment. Unless noted, calls come from the whole dose curve; as a rule, active = well fitted curve in the direction sought with a large enough effect; inconclusive = small, poorly fitted or top-dose-only effect, or another doubt; inactive = no such curve, though single readings can be large; an effect the other way counts as inactive or inconclusive. The list is partial (hit frequency here may not be typical).
# Start of the data: the first five entries as a preview:
item	Molecule	PKM2 act	Menin MLL FP TR	Mito fusion yeast	Eya2 phos inh	S-ASM inh	GALK inhibitor
1	O=[N+]([O-])c1ccccc1S(=O)(=O)N(CC(O)CN1CCCCC1)c1ccccc1 (configuration not stated)	-4%	-6%	-2%	6%	2%	-2%
2	CCN(CC)S(=O)(=O)c1cccc(N=Nc2sc(N)nc2C)c1	.	?	16%	10%	-13%	-4%
3	COc1cccc(NC(=O)c2ccc3c(c2)C(=O)N(CC2CCCO2)C3=O)c1 (configuration not stated)	-16%	14%	-14%	-4%	-5%	6%
4	CC(NC(=O)Nc1cccc([N+](=O)[O-])c1)c1ccc2c(c1)OCO2 (configuration not stated)	1%	?	-2%	4%	-4%	-6%
5	CC1(C)Cc2c(cnn2-c2ccc(F)cc2)C(NC(=O)CCN2CCCCO2)C1 (configuration not stated)	0%	5%	2%	-7%	1%	3%

item	MBNL1 CUG block	TSHR antag	KCNH2 WT inh	BCR signal inh	USP2a inh
1	2%	9	10	-6%	0%
2	?	-17	4	?	6%
3	?	22	1	?	1%
4	?	-21	5	0%	-5%
5	5%	0	-18	0%	1%

# All compounds of this part (from the top)
item	Molecule	PKM2 act	Menin MLL FP TR	Mito fusion yeast	Eya2 phos inh	S-ASM inh	GALK inhibitor
1	O=[N+]([O-])c1ccccc1S(=O)(=O)N(CC(O)CN1CCCCC1)c1ccccc1 (configuration not stated)	-4%	-6%	-2%	6%	2%	-2%
2	CCN(CC)S(=O)(=O)c1cccc(N=Nc2sc(N)nc2C)c1	.	?	16%	10%	-13%	-4%
3	COc1cccc(NC(=O)c2ccc3c(c2)C(=O)N(CC2CCCO2)C3=O)c1 (configuration not stated)	-16%	14%	-14%	-4%	-5%	6%
4	CC(NC(=O)Nc1cccc([N+](=O)[O-])c1)c1ccc2c(c1)OCO2 (configuration not stated)	1%	?	-2%	4%	-4%	-6%
5	CC1(C)Cc2c(cnn2-c2ccc(F)cc2)C(NC(=O)CCN2CCCCO2)C1 (configuration not stated)	0%	5%	2%	-7%	1%	3%
6	Cc1ccc(CNC(=O)CCC(=O)N2CC(C)Sc3ccccc32)cc1 (configuration not stated)	-4%	-8%	-2%	-1%	-1%	.
7	Cc1ccccc1N(C)C(=O)C1CCCN(c2ncnc3c2nc2n3CCCCC2)C1 (configuration not stated)	.	.	-11%	-11%	2%	-2%
8	CC(C)Oc1ccc(C(=O)Nc2nnc(SCC(=O)N3CCOCC3)s2)cc1	-10%	0%	-4%	13%	-10%	-2%
9	C/C(CC(=O)Nc1ccc(N(C)C)cc1)=N\NC(=O)c1ccc(F)cc1	4%	13%	-5%	-1%	0%	-1%
10	COc1ccc(CNC(=O)[C@@H]2CCCN2C(=O)[C@@H]2Cc3ccccc3CN2C(=O)OC(C)(C)C)cc1	.	.	-1%	1%	0%	-8%
11	Cc1c(Cl)cccc1-n1c(SCC(=O)N2CCC(C(=O)O)CC2)nc2ccccc2c1=O	.	.	3%	18%	-1%	-1%
12	CC1CCCCN1C(=O)COc1ccccc1F (configuration not stated)	-7%	18%	-1%	3%	-1%	7%

item	MBNL1 CUG block	TSHR antag	KCNH2 WT inh	BCR signal inh	USP2a inh
1	2%	9	10	-6%	0%
2	?	-17	4	?	6%
3	?	22	1	?	1%
4	?	-21	5	0%	-5%
5	5%	0	-18	0%	1%
6	-1%	19	4	-1%	1%
7	-5%	4	-3	?	2%
8	-1%	-10	-2	-1%	3%
9	10%	-1	-2	?	1%
10	40%[activator]	20	6	3%	0%
11	-2%	2	-3	1%	2%
12	7%	5	-6	0%	1%

# (listing goes on)
item	Molecule	PKM2 act	Menin MLL FP TR	Mito fusion yeast	Eya2 phos inh	S-ASM inh	GALK inhibitor
13	CCOC(=O)N1CCC(NC(=O)c2ccc3c(c2)N=C(C)c2ccccc2S3)CC1	.	-11%	7%	-2%	-1%	-3%
14	C=CCSc1nc2c(c(=O)[nH]1)C(c1ccccc1)C(C#N)=C(N)O2 (configuration not stated)	1%	.	-5%	?	-1%	-5%
15	CCOC(=O)CC1C(=O)NCCN1C(=O)COc1ccc(C(C)(C)C)cc1 (configuration not stated)	-9%	0%	0%	-10%	2%	14%
16	CC1=NN(c2ccccc2)C(=O)/C1=C\C=C1\N(C)c2ccccc2C1(C)C	-1%	-8%	?	-6%	-7%	.
17	COc1ccc(NC(=O)CSc2nc(N)c(-c3ccccc3)c(=O)[nH]2)cc1	-6%	-14%	-2%	-13%	1%	1%
18	COc1ccc(-c2nc3ccc(Cl)cn3c2NC2CCCCC2)cc1SC1CCCCC1	.	.	.	-27%	105%[activator]	.
19	CC(N)C12CC3CC(C1)CC(C(C)N)(C3)C2 (configuration not stated)	1%	-26%	-12%	-2%	3%	-4%
20	COc1cccc(CNC(=O)C2CCN(S(=O)(=O)c3cccc4cccnc34)CC2)c1	2%	-1%	1%	0%	1%	.
21	Cc1cc2oc(=O)cc(CN3CCN(S(=O)(=O)/C=C/c4ccccc4)CC3)c2cc1C	1%	?	4%	-13%	-2%	1%
22	Cc1cc(NC(=O)CSc2nc3c(c(=O)n(C)c(=O)n3C)n2C(C)C)no1	28µM*	7%	-3%	11%	-2%	-2%
23	CS(=O)(=O)c1ccc2nc(NC(=O)c3cc4ccccc4o3)sc2c1	-7%	?	7%	4%	10%	-9%
24	CCc1ccccc1NC(=S)NC1CC2CCC(C1)N2Cc1ccc(F)cc1 (configuration not stated)	-15%	-15%	9%	7%	7%	3%

item	MBNL1 CUG block	TSHR antag	KCNH2 WT inh	BCR signal inh	USP2a inh
13	3%	-8	-2	1%	-2%
14	-2%	24	9	15%	1%
15	-4%	3	-4	1%	0%
16	?	-3	-9	?	-10%
17	-5%	1	9	?	2%
18	.	8	.	-4%	2%
19	9%	10	-5	?	1%
20	-2%	5	-3	0%	0%
21	.	-4	-20	1%	0%
22	2%	2	2	-2%	6%
23	1%	1	2	1%	1%
24	1%	7	31	?	0%

# Remaining list, next part
item	Molecule	PKM2 act	Menin MLL FP TR	Mito fusion yeast	Eya2 phos inh	S-ASM inh	GALK inhibitor
25	O=C(C1CCC(=O)N(C2CC2)C1)N1CCN(c2ccccc2Cl)CC1 (configuration not stated)	0%[0.46 µM]	3%	-13%	3%	3%	4%
26	C[C@H](CO)N1C[C@H](C)[C@@H](CN(C)C(=O)Nc2ccccc2)Oc2c(NS(=O)(=O)c3ccc(F)cc3)cccc2C1=O	.	.	.	5%	-9%	.
27	Cc1ccc(NC(=O)Cc2nn(C)c(=O)c3ccccc23)cc1F	-5%	26%	-1%	-6%	0%	-1%
28	O=C(CSc1nnnn1C1CCCCC1)Nc1ccc(F)cc1	-17%	13%	4%	-1%	-2%	-1%
29	Cc1ccnc(NS(=O)(=O)c2ccc(NS(=O)(=O)Cc3ccccc3)cc2)n1	-5%	-9%	-1%	-3%	6%	2%
30	CCc1ccc(NC2=CC(=O)CC(c3ccco3)C2)cc1 (configuration not stated)	-1%	-1%	-9%	-8%	5%	0%
31	COc1ccccc1N(C(=O)c1csnn1)C(C(=O)NC1CCCC1)c1ccccc1 (configuration not stated)	1%	?	-3%	4%	2%	17%

item	MBNL1 CUG block	TSHR antag	KCNH2 WT inh	BCR signal inh	USP2a inh
25	-1%	-4	3	1%	1%
26	.	10	7	-1%	3%
27	6%	-18	6	0%	-1%
28	-12%	3	0	-13%	1%
29	-6%	3	-11	-2%	2%
30	5%	-15	-4	1%	-3%
31	-6%	11	4	-8%	0%
